Vif-A3G inh: inhibitors of Vif-APOBEC3G interaction; 410,000 compounds, 0.076% hits; HeLa A3G-eYFP + Vif (tagged APOBEC3G with the HIV-1 protein that degrades it), YFP fluorescence, overnight; AID 602310; Potency, µM (highest dose often 46.1 µM), inactives show at the top dose activity, negative = active, actives largely listed as inhibitors;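 also: potency is read from the fitted curve at half-maximal effect; % is scaled to controls: 0 for no effect and ±100 for the full control effect; nearly all actives have a fitted effect of over 60% in size; hits raise eYFP signal because A3G escapes Vif-driven loss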
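Read-out is eYFP fluorescence (Ex 488/Em 500-530) from Vif-expressing HeLa A3G-eYFP cells; more signal means A3G escaped Vif-mediated degradation. Cells plated overnight, compound pinned in, incubated overnight at 37 deg C.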
Glioma ERSR ind: inducers of ER stress response in human glioma cells; U87-MG GRP78 promoter luciferase reporter, 16 h; Potency, µM, for inactives: at the top dose activation, actives largely listed as activators; 420,000 compounds, 0.02% hits; AID 602332; also: potency is read from the fitted curve at half-maximal effect; series mostly up to about 76 µM; % of control where 0% means no effect; nearly all actives have a fitted effect of over 35% in size
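Stably transfected U87-MG glioma cells carrying a GRP78-based luciferase sensor; 16 h compound incubation. Luminescence end-point read 10 min after Bright-Glo addition at room temperature.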
LDHA inh: blocks human lactate dehydrogenase A; P00338; purified LDHA, NADH/diaphorase-resazurin fluorescence; active compounds read low; activity change, % (values are at about 110 or 230 µM); 480,000 compounds, 0.15% hits; in the data active = activity change below about -30%; inconclusive = mostly about -25% to -30%;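 also: plate controls were DMSO wells for no effect and wells without enzyme for full effect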
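Resorufin fluorescence (ex540/em590), read at 0 and 20 min after diaphorase/resazurin addition, reports the NADH left after a 5 min room-temperature reaction of 2 nM human LDH5 with 0.06 mM NADH and 0.2 mM pyruvate.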
Vif-APOBEC3F blk: inhibitors of Vif-A3F interaction | 390,000 compounds, 0.2% hits | Potency, µM (series often up to 46.1 µM), for the others: at the highest dose activity, negative = active | AID 602313 | HeLa A3F-eYFP + Vif (tagged APOBEC3F with the HIV-1 protein that degrades it), YFP fluorescence increase; also: potency is read from the fitted curve at half-maximal effect; % of control where 0% means no effect; nearly all actives have a fitted effect of over 65% in size
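Fluorescence increase (Ex 488/Em 500-530) after overnight compound treatment at 37 deg C flags inhibition of Vif-driven A3F-eYFP loss in stable HeLa A3F-eYFP/Vif cells seeded overnight beforehand.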
TrxR1 substrate: rat thioredoxin reductase 1 substrate activity | O89049 | purified TrxR1 substrate turnover, NADPH consumption readout | Potency, µM (series often up to 114 µM), inactives show at the top dose activity change, negative = substrate turnover | 390,000 compounds, 0.01% hits | AID 588456; also: potency is read from the fitted curve at half-maximal effect; % is scaled to controls: 0 for no effect and ±100 for the full control effect; nearly all actives have a fitted effect of over 50% in size
Target sequence (O89049 whole entry, looked up): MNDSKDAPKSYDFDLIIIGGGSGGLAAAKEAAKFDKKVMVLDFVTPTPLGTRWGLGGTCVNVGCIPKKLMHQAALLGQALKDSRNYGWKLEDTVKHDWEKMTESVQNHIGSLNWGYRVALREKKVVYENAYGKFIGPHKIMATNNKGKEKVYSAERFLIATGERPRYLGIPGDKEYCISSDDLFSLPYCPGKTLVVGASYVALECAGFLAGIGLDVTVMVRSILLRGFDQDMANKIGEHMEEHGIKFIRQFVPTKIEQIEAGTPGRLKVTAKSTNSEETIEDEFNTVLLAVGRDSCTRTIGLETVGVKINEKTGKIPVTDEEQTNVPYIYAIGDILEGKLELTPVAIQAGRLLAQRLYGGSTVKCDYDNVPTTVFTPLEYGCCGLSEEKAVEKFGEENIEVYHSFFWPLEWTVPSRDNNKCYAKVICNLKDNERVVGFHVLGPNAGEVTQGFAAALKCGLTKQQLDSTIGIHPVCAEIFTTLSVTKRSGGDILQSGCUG
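Rat TrxR1, dispensed at 90 nM, was prereduced with 400 uM NADPH (final) for 5 min at ~22 deg C, then incubated with compound 15 min before 400 uM selenite. A first-read NADPH fluorescence drop versus no-compound background flagged substrates.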
RXFP1 ag: activates the human relaxin receptor RXFP1. Q9HBX9. HEK293T-RXFP1 cAMP TR-FRET, 30 min; response scale: percent of porcine relaxin response, buffer zero. Potency, µM (highest dose often 57.5 µM), inactives show at the highest dose activation, most hits filed as activators. 370,000 compounds, 0.3% hits; also: potency is read from the fitted curve at half-maximal effect; % is scaled to controls: 0 for no effect and ±100 for the full control effect; nearly all actives have a fitted effect of over 60% in size; many of its hits are not listed in these tables
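HEK293 cells stably expressing RXFP1, treated 30 min at 37C with compounds plus PDE4 inhibitor Ro 20174; cAMP measured by HTRF TR-FRET. Normalized to buffer and 29 nM porcine relaxin; EC50 by Hill fit.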
USP1-UAF1 inh: inhibitors of human USP1/UAF1 deubiquitinase; O94782; recombinant USP1/UAF1, Ub-Rhodamine cleavage fluorescence; Potency, µM (series often up to 57.1 µM), for the others: top-dose activity change, negative = inhibition, usual class: inhibitors; 390,000 compounds, 0.23% hits; AID 743255; also: potency is read from the fitted curve at half-maximal effect; % is scaled to controls: 0 for no effect and ±100 for the full control effect; nearly all actives have a fitted effect of over 60% in size; inactives centre near -12
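Step one: compound is pinned into 1nM USP1/UAF1 in HEPES pH 7.8 buffer with TCEP. Step two: 15 min room-temperature incubation. Step three: Ub-Rho (150nM final) starts cleavage, tracked by fluorescence over six one-minute reads.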
PI4K2A inh: blocks human PI4K2A kinase activity. Q9BTU6. AID 1346378. purified PI4K2A, ADP-Glo luminescence, 1 h; active compounds read low. activity change, negative = inhibition, % at 76.9 µM. 420,000 compounds, 0.13% hits; in the data active = activity change below about -50%; inconclusive = mostly about -30% to -49%;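 also: -100% = wells without enzyme as full effect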
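Compounds are screened against recombinant PI4K2A using PI as substrate and ATP, the latter dispensed at 300 microM. Reactions run one hour at ambient temperature before ADP-Glo detection; full inhibition defined by wells lacking enzyme.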
mIDH1 inhibitor: blocks human mutant IDH1 R132H enzyme; O75874; IDH1-R132H enzyme, NADPH consumption, diaphorase/resazurin fluorescence; Potency, µM (doses to about 76.6 µM), without a hit: at the top dose activity change, negative = inhibition, actives largely listed as inhibitors; 390,000 compounds, 0.093% hits; AID 602179; also: potency is read from the fitted curve at half-maximal effect; % is scaled to controls: 0 for no effect and ±100 for the full control effect; nearly all actives have a fitted effect of over 65% in size
Target sequence (O75874 whole entry R132H, stated change not applied): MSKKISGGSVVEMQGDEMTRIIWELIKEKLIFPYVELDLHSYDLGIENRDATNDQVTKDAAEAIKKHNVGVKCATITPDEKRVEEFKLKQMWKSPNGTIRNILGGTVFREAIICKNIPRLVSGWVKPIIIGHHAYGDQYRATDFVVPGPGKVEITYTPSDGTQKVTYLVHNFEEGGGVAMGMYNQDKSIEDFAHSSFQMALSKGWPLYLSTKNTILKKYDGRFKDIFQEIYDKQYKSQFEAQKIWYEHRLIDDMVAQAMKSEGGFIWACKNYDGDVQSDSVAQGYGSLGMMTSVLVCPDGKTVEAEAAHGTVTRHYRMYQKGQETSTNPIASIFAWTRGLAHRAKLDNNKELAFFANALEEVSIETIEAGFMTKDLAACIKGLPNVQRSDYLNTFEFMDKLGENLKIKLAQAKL
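IDH1-R132H (0.5 ug/mL dispensed) in pH 7.5 Tris buffer was preincubated 30 min with compound, then given a substrate mix of 0.016 mM NADPH and 2 mM alpha-KG for 80 min at room temperature; remaining NADPH was read by diaphorase/resazurin fluorescence.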
Starred values were filed as active, the others as inactive; ? = inconclusive; . = not tested or not shown; [ ] = dose if it differs, or a comment. Unless noted, calls follow the shape of the dose curve; as a rule, active = well fitted curve in the direction sought with a large enough effect; inconclusive = small, poorly fitted or top-dose-only effect, or another doubt; inactive = no such curve, though single readings can be large; an effect the other way counts as inactive or inconclusive. Only part of the results is shown. The share of hits here may be higher or lower than overall.

Every second line gives: Vif-A3G inh, Glioma ERSR ind, LDHA inh, Vif-APOBEC3F blk, TrxR1 substrate, RXFP1 ag, USP1-UAF1 inh, PI4K2A inh, mIDH1 inhibitor
- COCCn1c(C)cc(O)c(C(c2ccc(F)cc2)N2CCN(c3ccccc3)CC2)c1=O (centres undefined)
 : -1%, -4%, 0, 10%, 7%[57.1 µM], 4.4%, -3%, -3, -4%
- CN(CC(=O)Nc1ccc(F)cc1)C(=O)COC(=O)CN1C(=O)NC2(CCCC2)C1=O
 : 2%, -2%, -3, -9%, -13%, -3.6%, 3%, 4, 4%
- Cc1cccc(CC(C)NC(=O)CCc2nnc(CCCCc3ccccc3)o2)n1 (centres undefined)
 : -13%, -2%, 0, -10%, 6%, 1.9%, -14%, -2, -19%
- Cc1cc(C=C2C(=O)c3ccccc3C2=O)c(C)n1-c1ccccc1
 : -8%, -12%, -3, ?, -2%, 4.3%, ?, -5, 27%
- COc1cc(NC(=O)c2ccc3c(c2)OCO3)c2ncccc2c1
 : -1%, -3%, 2, 0%, 25%, 2.2%, -9%, 6, 5%
- CSc1nnc2c(n1)OC(C)=Nc1ccccc1-2
 : 1%, -2%, 1, -5%, -3%[57.1 µM], 17%, 4%, -3, 6%
- Cc1cccc(NC(=O)CCNS(=O)(=O)c2cc(Br)cnc2N)c1C
 : 0%, -5%, -3, -10%, 2%, 0.9%, -7%, 1, 5%
- CCC1CCCCN1C(=O)c1ccc([N+](=O)[O-])o1 (centres undefined)
 : -10%, 1%, 3, 1%, -2%, -0.6%, -13%, -1, -2%
- Cc1ccc(N(C)C(=O)Cn2nc(Cc3ccncc3)c3ccccc3c2=O)cc1C
 : -10%, 2%, -2, -1%, -2%, -0.1%, -13%, -5, 0%
- CC(C)(/C=N/O)N(O)C=C1C=CC(=O)C=C1
 : 1%, -1%, 0, -2%, -2%, 1.4%, -26%, 2, -3%
- Cc1c(NS(=O)(=O)c2cccc(C(=O)NCc3ccc(Cl)cc3)c2)c(=O)n(-c2ccccc2)n1C
 : -3%, -3%, -17, ., 3%, 2.2%, -7%, 1, -1%
- COc1cc(NC(=S)NC(=O)C(C)C)ccc1NC(=O)c1cc2ccccc2o1
 : 0%, -3%, -15, 10%, 10%, -0.4%, -8%, 11, 2%
- O=C(Nc1ccccc1N1CCCC1)c1ccc([N+](=O)[O-])cc1Cl
 : 2%, -3%, 2, -2%, 4%, 0.8%, -13%, -1, 9%
- NS(=O)(=O)c1ccc(CCNC(=O)C2CCCCC2)cc1
 : 2%, -5%, -8, ?, -6%, -3.9%, -1%, 7, -1%
- Cc1ccccc1NC(=O)Cn1nnc2c(cnn2-c2ccc(F)cc2)c1=O
 : 1%, -3%, -11, 2%, 11%, 2.9%, -6%, -5, -1%

2 records picked at random from the list so far, as already listed:
Every second line gives: Vif-A3G inh, Glioma ERSR ind, LDHA inh, Vif-APOBEC3F blk, TrxR1 substrate, RXFP1 ag, USP1-UAF1 inh, PI4K2A inh, mIDH1 inhibitor
- CCC1CCCCN1C(=O)c1ccc([N+](=O)[O-])o1 (centres undefined)
 : -10%, 1%, 3, 1%, -2%, -0.6%, -13%, -1, -2%
- COc1cc(NC(=O)c2ccc3c(c2)OCO3)c2ncccc2c1
 : -1%, -3%, 2, 0%, 25%, 2.2%, -9%, 6, 5%

The list goes on.
Every second line gives: Vif-A3G inh, Glioma ERSR ind, LDHA inh, Vif-APOBEC3F blk, TrxR1 substrate, RXFP1 ag, USP1-UAF1 inh, PI4K2A inh, mIDH1 inhibitor
- CCN1CCN(c2ccc(S(=O)(=O)N3CCCCC3)cc2NC(=O)c2ccc(C)c(C)c2)CC1
 : 0%, -4%, -17, -1%, 4%, ., -11%, -3, -7%
- CCN(CC)C(=O)[C@H]1C[C@H](CC(=O)NCc2ccc(OC)c(OC)c2)C(=O)N2CCc3c([nH]c4cc(CCC(=O)N(C)C)ccc34)[C@]12C
 : -1%, 0%, 6, 1%, 10%, ., ?, -3, 18%
- CC(=O)Nc1c2c(nn1-c1ccc(C)cc1C)CSC2
 : -1%, -1%, -3, 0%, 5%, 0.5%, 0%, -3, -4%
- CCn1cc(C(=O)N[C@@H](C)C(=O)NCCCO)c(=O)c2cc3c(cc21)OCO3
 : 0%, -3%, 0, -2%, 2%[57.1 µM], -4.5%, -9%, 2, -4%
- COc1ccc(OC)c(N(CC(=O)NC2CC3CCC2C3)S(=O)(=O)c2ccccc2)c1 (centres undefined)
 : 3%, -3%, -1, -6%, 1%, 3.3%, -21%, 1, 7%
- COc1cc(/C=N/Nc2snc(SC)c2C#N)ccc1O
 : ?, 6%, -4, -11%, 8%, 1.4%, -7%, 7, -1%
- C[C@H](NC(=O)C1CC(=O)N(c2ccc3c(c2)OCCO3)C1)C(=O)N1CCCCC1 (some centres undefined)
 : 2%, -3%, 0, -1%, 6%, 1.2%, -7%, 10, 6%
- CSc1ncccc1C(=O)N1CCN(S(=O)(=O)c2ccc(C)cc2)CC1
 : -3%, -3%, -5, 3%, -7%, 0.9%, -4%, 3, 0%
- COC(=O)C1=COC(OC2OC(CO)C(O)C(O)C2O)C2C1C=CC2(O)CO (centres undefined)
 : 1%, -1%, 1, -1%, 2%, 2.8%, -15%, 2, -16%
- O=C(CN1C(=O)CC(c2ccco2)Sc2ccccc21)Nc1cccc(C(F)(F)F)c1 (centres undefined)
 : -25%, -4%, -3, 2%, -12%, 0.3%, -16%, 1, -14%
- O=C(NCc1ccc2c(c1)OCO2)c1ccc(CSCc2cccc(Cl)c2)o1
 : -2%, -5%, 3, 3%, -3%, 1.9%, -23%, -1, 2%
- COc1cc2oc3ccc(C#Cc4ccc(N)cc4)cc3c(=O)c2cc1OC
 : -6%, 4%, -2, 1%, 4%, ., -21%, 6, 2%
- Cc1cc(NC(=O)CSc2nccn2-c2ccc([N+](=O)[O-])cc2)no1
 : -4%, 2%, -3, 2%, 6%[57.1 µM], -1.1%, -8%, -1, -1%
- CCCCN(C(=O)c1ccc(N(C)S(=O)(=O)c2ccc(C)cc2)cc1)c1c(N)n(CC(C)C)c(=O)[nH]c1=O
 : -1%, -6%, -3, 1%, -2%, ., -17%, 3, 10%
- Cc1cc(NC(=O)c2ccc([N+](=O)[O-])cc2Cl)no1
 : -12%, 0%, 0, -4%, -6%, 1.8%, -2%, 1, 9%

Going on with the list.
Every second line gives: Vif-A3G inh, Glioma ERSR ind, LDHA inh, Vif-APOBEC3F blk, TrxR1 substrate, RXFP1 ag, USP1-UAF1 inh, PI4K2A inh, mIDH1 inhibitor
- CCn1c2ccccc2c2cc(CN3CCN(Cc4ccccc4Cl)CC3)ccc21
 : 4%, -5%, -11, -9%, 7%, 0.2%, 0%, 0, -4%
- CCOc1ccc(CNC(=O)CSc2cc(=O)n(CC)c3ccccc23)cc1
 : -5%, 0%, -6, -7%, 6%, 17%, ?, 5, -13%
- O=C(CN1C(=O)c2cccnc2Oc2ccc(Cl)cc21)NC1CCCCCC1
 : 5%, -4%, -1, -3%, 0%, 2.2%, -10%, 2, 0%
- CNC(=O)C1CCC(Cn2c(=O)c3sccc3n(CC(=O)NCc3cccc(OC)c3)c2=O)CC1 (centres undefined)
 : 1%, -3%, -8, 3%, 1%[57.1 µM], 2.8%, -20%, 4, -4%
- O=C(Nc1cccc(F)c1)c1ccc(-c2ccccc2Cl)o1
 : 1%, 5%, -1, -7%, -2%, 2.2%, -17%, 7, 36%[activator]
- N#Cc1ccc(/C=C2\C=Cc3ccccc32)cc1
 : -10%, -2%, 0, ., 3%, ., ., ., .
- Cc1nnn(C23CC4CC(CC(C(=O)NN)(C4)C2)C3)n1
 : -1%, -5%, -2, -13%, -3%, 1.7%, -14%, -1, 1%
- COc1ccc(CCC(=O)NC2CCC(C)CC2)cc1 (centres undefined)
 : 0%, 0%, -9, 7%, 1%, 0.6%, ?, -4, 3%
- CCOc1ccc(NC(=O)CN2C(=O)C(c3ccccc3)=NC23CCC(C)CC3)cc1 (centres undefined)
 : 6%, -2%, -5, 7%, -7%, 5.8%, 1%, -5, 22µM*
- CCN(CC(=O)Nc1ccccc1C(F)(F)F)C(=O)c1ccc(N2C(=O)CCC2=O)cc1
 : -1%, -5%, -12, 0%, -3%, -0.7%, -6%, 4, 4%
- COc1ccc2c(c1)CC(NC(=O)Nc1ccc(NC(C)=O)cc1)CO2 (centres undefined)
 : 4%, -4%, 2, 0%, 6%[57.1 µM], 13%, -11%, -2, 21%
- CC(=O)c1ccc(N2CCN(S(=O)(=O)c3c(C)[nH]c(C)c3C(=O)N3CCCCC3)CC2)cc1
 : 0%, 4%, -3, 1%, -8%, 0.6%, -5%, 3, -9%
- Cc1cc(C)n(-c2nc(C)nc(N)n2)n1
 : 0%, -3%, -3, 5%, 1%, -0.6%, 1%, -1, -2%
- Cc1c(Cl)cccc1NC(=S)NNc1ncc(C(F)(F)F)cc1Cl
 : 0%, -6%, -3, -10%, 4%[2.29 µM], 1.0%, -5%, 4, -4%
- NS(=O)(=O)c1ccc(N2CCCCCC2)c([N+](=O)[O-])c1
 : 2%, 4%, -6, -4%, -14%[57.1 µM], 0.6%, ?, 4, 4%
- C/C(=N\NC(=O)c1cccc(Br)c1)c1ccc(Br)cc1
 : 2%, 3%, -6, 3%, 6%, 3.1%, -4%, -1, 2%

Screening data deposited in PubChem BioAssay by National Center for Advancing Translational Sciences (NCATS).
